Diaphorase inh = counter-screen for diaphorase-based assays: diaphorase inhibitors and chemical oxidizers; diaphorase resazurin-to-resorufin fluorescence, NADH, 16 min; bacterial (C. kluyveri) enzyme, not human; inhibition, % at 20 µM; hit rate 0.69% among 190,000;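 active = primary screen inhibition at 20 µM above a set limit, cut at about 50% in these data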;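 note: plate controls were DMSO with full reaction for no effect and wells lacking NADH for full effect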
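Detection: fluorescence of resorufin formed from resazurin, Ex 544/Em 590 nm; test system: Clostridium kluyveri diaphorase enzyme; amount: 0.14 U/mL diaphorase, enzyme working solution; times: 16-min room-temperature incubation before reading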
Diaphorase act = diaphorase activation or chemical reduction counter-screen. Diaphorase/resazurin coupled assay, resorufin fluorescence, 16 min; hits give high values; 1 = vehicle wells, 0 = NADH-free wells. activation factor at 20 µM. hit rate 0.005% among 190,000;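 active = diaphorase activity raised at least twofold by the compound at 20 µM; inactive = activation factor below 2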
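Material: Clostridium kluyveri diaphorase, purified enzyme; Quantity: enzyme 0.07 U/mL final; Medium: HEPES pH 7.4 buffer with MgCl2 and Tween 20; Dosing: single compound dose of 20 µM, 1% DMSO final; Schedule: 16 min reaction at room temperature; Measured by: red resorufin fluorescence at 544/590 nm excitation/emission.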
FLuc stim CS = affects firefly luciferase, flagging false hits in luciferase stimulation screens; activation factor at 10 µM; ATPlite luciferase biochemical, luminescence, 10 min; 0 = ATP-free wells, 1 = DMSO control; P08659; AID 1027; 200,000 tested, under 10 active;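 active = luciferase activation factor, scaled between plate controls, of at least 2 with compound at 10 µM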
Target sequence (P08659 whole entry, looked up): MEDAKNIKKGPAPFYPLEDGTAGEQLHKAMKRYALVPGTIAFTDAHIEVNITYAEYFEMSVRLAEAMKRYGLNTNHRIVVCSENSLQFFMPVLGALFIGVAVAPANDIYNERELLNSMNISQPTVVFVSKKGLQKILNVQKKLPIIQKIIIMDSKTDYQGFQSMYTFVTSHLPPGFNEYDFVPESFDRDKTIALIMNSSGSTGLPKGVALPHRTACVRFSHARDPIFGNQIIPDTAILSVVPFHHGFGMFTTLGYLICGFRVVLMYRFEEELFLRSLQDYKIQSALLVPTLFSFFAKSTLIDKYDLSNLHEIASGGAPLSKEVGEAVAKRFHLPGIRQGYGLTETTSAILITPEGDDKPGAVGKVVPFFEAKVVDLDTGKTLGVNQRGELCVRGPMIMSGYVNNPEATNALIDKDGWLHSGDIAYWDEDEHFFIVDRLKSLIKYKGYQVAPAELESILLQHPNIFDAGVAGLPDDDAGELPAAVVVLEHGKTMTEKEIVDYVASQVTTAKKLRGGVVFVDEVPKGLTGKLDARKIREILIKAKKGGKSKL
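System: Luciferase/luciferin detection reagent, cell-free biochemical luciferase assay | Medium: PBS buffer for ATP | Dosing: Test compounds dosed from 2 mM stocks in 100% DMSO | Timing: 10 min at ambient temperature | Signal: Luminescence measurement of luciferase light output | Evaluation: Luciferase activation, seen as luminescence increase over controls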
STAT1 act = STAT1 signaling activation; NIH 3T3 STAT1-luciferase reporter, IFN-gamma, luminescence; 100% = IFN-gamma alone, no compound; activation (% of control), % at 5.5 µM; hit rate 2.6% among 200,000; AID 932;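 active = activation above the screen-wide mean activation plus 3 SD, cut at about 130% in these data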;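 note: raw ratio to IFN-gamma control signal so 100% means no change and 0% no light; values of inactives mirror those of a sister screen read the other way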
APP transl inh = APP translation inhibition | SH-SY5Y APP 5'UTR-luciferase reporter, luminescence | inhibition, % at 2 µM | hit rate 0.82% among 190,000 | AID 1285;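 active = inhibition above a set limit, derived from the sample mean plus 3 SD, cut at about 45% in these data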; note: values of inactives mirror those of a sister screen read the other way
TLR4 MyD88 comp = blocks binding of human TLR4 to MyD88 | HeLa CL3-4 TLR4/MyD88 BLA complementation, FRET ratio | O00206+Q99836 | inhibition, % at 8.4 µM | hit rate 0.18% among 200,000 | AID 861; in the data active = inhibition above about 25%;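 note: 0% = vehicle and 100% = reference inhibitor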
G6PDH counter = L. mesenteroides G6PDH inhibition counter-screen; Purified L. mesenteroides G6PDH, diaphorase/resazurin coupled fluorescence, 45 min; inhibition, % at 5 µM; hit rate 0.12% among 200,000; AID 1020; in the data active = inhibition above about 50%
NF-kB neuron act = raises NF-kB expression in human neuronal cells; fold change at 12.5 µM; NF-kB reporter expression; hits give high values; AID 1239; hit rate 1.6% among 190,000; in the data active = fold change above about 3.3
APP 5'UTR act = APP 5'UTR luciferase reporter activation | AID 1276 | SH-SY5Y APP 5'UTR luciferase reporter, luminescence; zero percent = DMSO vehicle wells | hit rate 1% among 190,000 | activation, % at 2 µM;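 active = activation above a set limit, based on mean plus 3 SD of controls, cut at about 140% in these data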; note: values of inactives mirror those of a sister screen read the other way
FLuc inhib CS = inhibits firefly luciferase, flagging false hits in luciferase inhibition screens; inhibition, % at 10 µM; AID 1006; ATPLite firefly luciferase biochemical luminescence, 10 min; P08659; hit rate 1.5% among 200,000;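 active = inhibition above about 50% when tested at 10 µM, limit read from the data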
Numbers without * were called inactive; . = no result given.

SMILES | Diaphorase inh | Diaphorase act | FLuc stim CS | STAT1 act | APP transl inh | TLR4 MyD88 comp | G6PDH counter | NF-kB neuron act | APP 5'UTR act | FLuc inhib CS
Cc1ccc(N2C(=O)[C@@H]3Cc4ccccc4CN3C2=O)cc1 | 12 | 0.9 | 0.9 | 110 | -4 | -16 | -1 | 1.4 | 4 | 5
Cc1ccc(S(=O)(=O)Cc2ccc(C(=O)N3CCN(c4cc(C)ccc4C)CC3)o2)cc1 | 29 | 0.7 | 1.1 | 100 | 15 | -15 | 0 | 0.91 | -15 | -6
Cc1ccc(N(C(=O)Cn2nnc3ccccc32)C(C(=O)NCc2ccccc2)c2ccccn2)cc1 (stereo unspecified) | 16 | 0.8 | 1 | 102 | 13 | 11 | -9 | 0.8 | -13 | 0
CCc1nc(SCC(=O)c2ccc(C)c(C)c2)n[nH]1 | 14 | 0.9 | 1.1 | 105 | -47 | -8 | 5 | 1.4 | 47 | -6
CSc1ccccc1C(=O)N1CCN(c2ncccn2)CC1 | 9 | 0.9 | 1.1 | 92 | 6 | -12 | 4 | 0.96 | -6 | -8
c1coc(-c2nnc3sc(-c4cccs4)nn23)c1 | 8 | 0.9 | 1 | 108 | -4 | -6 | 0 | 1 | 4 | -2
CCCCn1nnc(NC(=O)c2sc3cc(Cl)ccc3c2Cl)n1 | 15 | 0.8 | 1 | 107 | -4 | -5 | -3 | 1.1 | 4 | 1
O=c1c(-c2cc3ccccc3o2)[n+]([O-])c2ccccc2n1OCc1ccccn1 | 18 | 0.8 | 0.7 | 142* | -10 | -61 | 2 | 2.1 | 10 | 34
CCCCC(=O)Nc1ccc2c(c1)nc1n2CCOC1 | 7 | 0.9 | 0.9 | 113 | -22 | -15 | -1 | 1.8 | 22 | 8
CCOP(=O)(OCC)C(NC(=O)c1cc([N+](=O)[O-])cc([N+](=O)[O-])c1)C(F)(F)F (stereo unspecified) | 11 | 0.9 | 1 | 95 | -10 | 1 | 7 | 1.1 | 10 | -2
O=C(COc1ccc(C(=O)c2ccccc2)cc1)NCC1CCCCC1 | 15 | 0.9 | 1.2 | 96 | -28 | -6 | -15 | 0.87 | 28 | -16
Cc1ccc(N2C(=O)N(CC(=O)Nc3ccc(C)c(C)c3[N+](=O)[O-])C(=O)C2C)cc1 (stereo unspecified) | 13 | 0.9 | 1 | 97 | 16 | 8 | -2 | 0.91 | -17 | -5
C=CCCCCCCCCc1nc(=S)[nH][nH]1 | 18 | 0.8 | 1 | 103 | 0 | -3 | -2 | 1.2 | 0 | -4
Cc1ccc2nc(NC(=O)c3ccc(Cn4cc(Cl)cn4)o3)sc2c1 | 22 | 0.8 | 0.9 | 100 | -12 | -21 | 0 | 1.4 | 12 | 6
O=C(NCc1cccnc1)c1ccc(COc2ccc3c(c2)CCC3)o1 | 1 | 1 | 1 | 106 | 7 | -6 | -13 | 0.79 | -7 | -2
Cc1nc(Cl)sc1C(=O)O | 4 | 1 | 1 | 92 | -19 | -15 | 4 | 0.9 | 19 | 0
O=S(=O)(Nc1ccc(Oc2ncccn2)c(Cl)c1)c1ccc(Cl)cc1 | 2 | 1 | 1 | 99 | 7 | 0 | 11 | 1 | -7 | -1
CCN1CC2([N+](=O)[O-])C=CC(=O)C([N+](=O)[O-])(C1)C2CC(=O)c1ccccc1 (stereo unspecified) | 21 | 0.8 | 1.1 | 100 | 0 | 12 | 6 | 1.1 | 0 | -5
Cc1nc(-c2ccc(NC(=O)C3CCCCC3)cc2)cs1 | 13 | 0.9 | 0.6 | 138* | -167 | 0 | -8 | 3.5* | 167* | 43
CCOC(=O)N1CCN(C(=O)Nc2ccc3oc(C)nc3c2)CC1 | 6 | 0.9 | 1 | 105 | -3 | -8 | 3 | 0.81 | 3 | -1
CCn1nnnc1-c1ccc(OC)c(S(=O)(=O)Nc2ccc(OC)cc2)c1 | 0 | 1 | 1 | 95 | 2 | -10 | 5 | 1.1 | -2 | 0
COc1ccc2[nH]c(C)c(CCNC(=S)Nc3cccc(C)c3C)c2c1 | 14 | 0.9 | 1.1 | 98 | 19 | -1 | 9 | 0.82 | -19 | -7
COc1ccc(N2CCN(C(=O)CCCn3c(=O)[nH]c4ccsc4c3=O)CC2)cc1 | 10 | 0.9 | 1 | 97 | -4 | -8 | 2 | 1.1 | 4 | -3
Cc1ccc(OCC(=O)Nc2ccc3c(c2)OCCO3)cc1C | 10 | 0.9 | 0.9 | 102 | -40 | -5 | 4 | 0.47 | 40 | 8
CCn1c(C)cc(C=C2C(=O)c3ccccc3C2=O)c1C | 7 | 0.9 | 0.2 | 122 | -156 | -6 | 3 | 3.4* | 156* | 79*
O=C(NNS(=O)(=O)c1ccccc1[N+](=O)[O-])c1cccc(Cl)c1 | 5 | 0.9 | 1.1 | 101 | 2 | 6 | -1 | 1.1 | -2 | -6
Cc1nc(C(=O)Nc2ccc(Cl)cc2Cl)nn1-c1cc(OC(C)C)c(Cl)cc1Cl | 5 | 0.9 | 1 | 102 | -6 | -15 | 2 | 1.1 | 6 | -2
Clc1ccc(-c2ncc3ccccn23)c(Cl)c1 | . | . | 1 | 112 | 29 | 4 | 4 | 1.3 | -29 | -4
CCOC(=O)COc1ccsc1C(=O)OC | 10 | 0.9 | 1 | 106 | 0 | 0 | 4 | 1 | 0 | -4
CC(=O)Nc1ccc(OCc2cccc([N+](=O)[O-])c2)cc1 | 2 | 1 | 1 | 116 | -22 | 9 | 2 | 1.8 | 22 | 0
CC(C)C(=O)Nc1ccnc(-c2cccnc2)n1 | 0 | 1 | 1 | 109 | 9 | 1 | 1 | 1 | -9 | 0
Cc1nc(Cl)c2oc3ccccc3c2n1 | 4 | 1 | 1.1 | 103 | -1 | 35* | 9 | 1.4 | 1 | -7
COc1ccc(-c2noc(-c3cc(Cl)ccc3Cl)n2)cc1OC | 2 | 1 | 1 | 108 | -4 | -3 | -36 | 1.1 | 4 | -2
COC(C(=O)NC(C(C)C)C(C)C)c1ccccc1 (stereo unspecified) | 21 | 0.8 | 1.1 | 99 | -3 | -3 | 10 | 0.94 | 3 | -5
C=CCNC(=O)c1c(Cl)cnn1-c1ccc(C)cc1 | 18 | 0.8 | 0.8 | 139* | -104 | -15 | -1 | 3.2 | 104 | 19
O=C(CSc1nc(-c2ccccc2)c(-c2ccccc2)o1)N1CCOCC1 | 18 | 0.8 | 1.1 | 99 | -5 | -8 | 0 | 0.74 | 5 | -8
O=C(CCCC(=O)OCC(=O)c1cccs1)Nc1ccc(Oc2ccccc2)cc1 | 3 | 1 | 1 | 104 | -4 | -8 | 6 | 1.1 | 4 | 0
CC(=O)Nc1cc(Cl)ccc1OS(=O)(=O)c1ccc(C)cc1 | 12 | 0.9 | 1.1 | 92 | -20 | -9 | 6 | 1.1 | 20 | -9
Nc1ccccc1OCCOCCOCCOc1ccccc1N | 7 | 0.9 | 1.1 | 102 | 10 | -7 | -1 | 1.1 | -10 | -5
CCOC(=O)N1CCC(Nc2c(NCCCN(CC)CC)c(=O)c2=O)CC1 | 12 | 0.9 | 1 | 102 | -5 | 5 | 8 | 1.2 | 5 | -5
CCn1cc([N+](=O)[O-])c(C(=O)Nc2c(C)nn(Cc3cccc(F)c3)c2C)n1 | 12 | 0.9 | 1.1 | 107 | -5 | -11 | -10 | 0.9 | 5 | -7
Cc1c(/C=N/NC(=O)CNc2ccccc2)c2ccccn2c1C(=O)c1ccncc1 | 19 | 0.8 | 1 | 97 | 4 | -2 | -46 | 0.38 | -4 | -4
CC(Sc1nc(=O)cc(N)n1CCc1ccccc1)C(=O)NCc1ccccc1 (stereo unspecified) | 2 | 1 | 1 | 92 | -34 | -13 | 6 | 0.97 | 34 | 0
CCOC(=O)c1nnn(-c2nonc2N)c1CS(=O)(=O)c1ccccc1 | 0 | 1 | 1 | 92 | 6 | -18 | 2 | 0.93 | -6 | 0
COc1cccc2cc(C(=O)N3CCN(c4ncccn4)CC3)c(=O)oc12 | 6 | 0.9 | 1 | 97 | -19 | -30 | 2 | 1.2 | 19 | -4
CCCCS(=O)(=O)NC1=NCN(CCO)CN1 | 8 | 0.9 | 1 | 97 | 5 | 4 | 13 | 0.94 | -5 | 4
N/C(=N\OC(=O)COc1ccc([N+](=O)[O-])cc1)c1ccncc1 | -8 | 1.1 | 1 | 102 | 2 | -10 | 3 | 1.1 | -2 | -1
O=C(Cc1ccc(Cl)cc1)N/N=C/c1ccccc1 | . | . | 1 | 111 | -10 | 6 | 8 | 1.3 | 10 | -5
Cc1noc(C)c1S(=O)(=O)N(CC(=O)Nc1ccc2c(c1)OCCO2)c1ccc(C(C)C)cc1 | 33 | 0.7 | 1.1 | 80 | -8 | -12 | 4 | 0.55 | 8 | -9
CCOC(=O)N1CCN(C(c2ccccc2)c2sc3nc(C)nn3c2O)CC1 (stereo unspecified) | 6 | 0.9 | 1.1 | 97 | 4 | 11 | -2 | 1.4 | -4 | -5
COCCNC(=O)CCCn1c(=O)c2cc(OC)c(OC)cc2n(CC(=O)NCCC2=CCCCC2)c1=O | 21 | 0.8 | 1.1 | 98 | 0 | -7 | 0 | 1.1 | 0 | -7
Cc1ccc(-c2nnc(NC3CCCCC3)c3ccccc23)cc1S(=O)(=O)N1CCN(C)CC1 | 20 | 0.8 | 1 | 94 | -2 | -1 | 2 | 0.68 | 2 | -4
CC(C(=O)NCC1CCCO1)c1ccc([N+](=O)[O-])cc1 (stereo unspecified) | 0 | 1 | 1.1 | 96 | -9 | -1 | 0 | 1.7 | 9 | -7
CC(OC(=O)C12CC3CC(CC(O)(C3)C1)C2)C(N)=O (stereo unspecified) | 4 | 1 | 1 | 97 | -22 | 1 | 6 | 1.2 | 22 | 0
CCN(CC(=O)Nc1ccc2c(c1)OCCO2)Cc1cc(=O)n2ccsc2n1 | 5 | 0.9 | 1 | 107 | -20 | -11 | 6 | 1.4 | 20 | -3
O=C(CO/N=C/c1cccc([N+](=O)[O-])c1)NC1CCCCC1 | -1 | 1 | 1 | 110 | 0 | -16 | -4 | 0.85 | 0 | -1
CCNC(=O)CC1SC(=Nc2ccc(C)cc2)N(CC)C1=O (stereo unspecified) | 0 | 1 | 1 | 93 | 12 | -6 | 4 | 1.2 | -12 | -4

Source: PubChem (several laboratories)
